STAT3 blocker: inhibitors of IL-6 induced STAT3 signaling; U3A cells, IL-6 STAT3-luciferase reporter, luminescence; host cell line lacks STAT1; inhibition, % at 5.5 µM; actives 0.89% (n = 190,000);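 active = inhibition above the mean inhibition across all screened compounds plus 3 SD, cut at about 44% in these data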;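 note: 0% = DMSO only wells and 100% = 100 µM nifuroxazide control wells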
TLR4-MyD88 BLA: inhibitors of human TLR4-MyD88 binding. O00206+Q99836. HeLa CL3-4 TLR4/MyD88 BLA complementation, FRET ratio. inhibition, % at 8.4 µM. actives 0.18% (n = 200,000). AID 861; in the data active = inhibition above about 25%;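 note: 0% = vehicle and 100% = reference inhibitor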
Target sequence (O00206 whole entry, looked up): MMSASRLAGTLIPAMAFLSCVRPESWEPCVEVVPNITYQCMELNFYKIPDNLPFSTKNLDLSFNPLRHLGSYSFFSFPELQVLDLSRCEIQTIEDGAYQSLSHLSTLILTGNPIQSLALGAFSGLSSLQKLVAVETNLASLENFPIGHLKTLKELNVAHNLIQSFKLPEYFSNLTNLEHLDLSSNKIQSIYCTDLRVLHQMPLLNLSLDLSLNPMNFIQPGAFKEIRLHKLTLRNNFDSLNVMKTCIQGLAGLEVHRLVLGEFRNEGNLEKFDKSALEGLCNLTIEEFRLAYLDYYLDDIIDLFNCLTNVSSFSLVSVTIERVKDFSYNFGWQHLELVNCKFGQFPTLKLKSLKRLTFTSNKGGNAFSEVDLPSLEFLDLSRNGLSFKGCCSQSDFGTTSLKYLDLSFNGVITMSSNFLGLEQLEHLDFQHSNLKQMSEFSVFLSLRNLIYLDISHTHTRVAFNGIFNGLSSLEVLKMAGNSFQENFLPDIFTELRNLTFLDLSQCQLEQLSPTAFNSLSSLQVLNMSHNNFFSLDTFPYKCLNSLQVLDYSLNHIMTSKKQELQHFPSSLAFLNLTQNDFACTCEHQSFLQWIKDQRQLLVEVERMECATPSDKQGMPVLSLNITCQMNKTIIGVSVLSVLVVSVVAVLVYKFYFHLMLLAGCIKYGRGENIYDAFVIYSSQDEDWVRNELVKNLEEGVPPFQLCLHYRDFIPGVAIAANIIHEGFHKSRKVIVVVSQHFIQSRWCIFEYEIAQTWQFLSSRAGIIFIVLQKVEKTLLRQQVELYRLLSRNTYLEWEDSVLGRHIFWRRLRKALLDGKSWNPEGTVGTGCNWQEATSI
Target sequence (Q99836 whole entry, looked up): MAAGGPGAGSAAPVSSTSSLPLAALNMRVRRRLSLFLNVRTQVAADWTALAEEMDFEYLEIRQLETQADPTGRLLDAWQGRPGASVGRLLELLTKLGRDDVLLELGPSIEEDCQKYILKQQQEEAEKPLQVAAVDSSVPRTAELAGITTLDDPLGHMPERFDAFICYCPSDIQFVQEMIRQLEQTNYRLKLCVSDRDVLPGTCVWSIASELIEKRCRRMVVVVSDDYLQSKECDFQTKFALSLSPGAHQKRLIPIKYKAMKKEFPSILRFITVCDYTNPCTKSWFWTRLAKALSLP
HMGR II inh: blocks class II HMG-CoA reductase of Enterococcus faecalis; purified E. faecalis HMGR, NADPH absorbance 340 nm kinetic; actives 0.41% (n = 190,000); AID 1066; inhibition, % at 10 µM;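 active = inhibition above a set limit, the median over all tested compounds plus 3 SD, cut at about 9.5% in these data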;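 note: enzyme runs in reverse so mevalonate oxidation gives rising NADPH absorbance; 0% = complete reaction with DMSO and 100% = background rate lacking mevalonate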
NF-kB neuron act: raises NF-kB expression in human neuronal cells; NF-kB reporter expression; hits give high values; fold change at 12.5 µM; actives 1.6% (n = 190,000); in the data active = fold change above about 3.3
STAT3 act: STAT3 signaling activation | U3A cells, IL-6 STAT3-luciferase reporter, luminescence; 100% = signal with IL-6 EC80 alone | activation (% of control), % at 5.6 µM | actives 0.91% (n = 190,000);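 active = activation above the screen-wide mean of compound activation plus 3 SD, cut at about 130% in these data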;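 note: 0% = background luminescence of wells with medium and substrate only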
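Material: human STAT1-deficient U3A cells with stable STAT3-luciferase reporter / Probe or stimulus: IL-6 stimulus at 33 ng/mL final / Schedule: 1 h compound pre-exposure, 6 h IL-6 stimulation, 37 °C / Technique: luminescence / Read-out basis: percent of IL-6-only median luminescence / Control set: IL-6-only high control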
APP 5'UTR act: APP 5'UTR luciferase reporter activation. SH-SY5Y APP 5'UTR luciferase reporter, luminescence; zero percent = DMSO vehicle wells. activation, % at 2 µM. actives 1% (n = 190,000). AID 1276;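 active = activation above a set limit, based on mean plus 3 SD of controls, cut at about 140% in these data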; note: values of inactives mirror those of a sister screen read the other way
STAT1 activator: STAT1 signaling activation. AID 932. activation (% of control), % at 5.5 µM. actives 2.6% (n = 200,000). NIH 3T3 STAT1-luciferase reporter, IFN-gamma, luminescence; 100% = IFN-gamma alone, no compound;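 active = activation above the screen-wide mean activation plus 3 SD, cut at about 130% in these data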;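 note: raw ratio to IFN-gamma control signal so 100% means no change and 0% no light; values of inactives mirror those of a sister screen read the other way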
DTT redox prof: compounds producing H2O2 with reducing agent – biochemical, NIH compound library profiling, artefact control for MLSCN library redox annotation, primary screen; DTT-dependent redox cycling H2O2, phenol red/HRP absorbance; 100% = 100 µM peroxide control, 0% = buffer; activation, % at 10 µM; actives 0.03% (n = 200,000); AID 878;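 active = activation of at least 50% relative to the plate's high and low controls in the primary single-dose screen; inactive = activation below 50%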;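 note: compound incubated with DTT at 0.8 mM final as the reducing agent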
Hsp70 act: transcriptional activators of Hsp70; AID 1203; activation, % at 10 µM; actives 0.04% (n = 200,000); HeLa Hsp70 promoter luciferase reporter, luminescence; scaled: vehicle 0, proteasome-inhibitor control 100%;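 active = activation above the mean across all tested compounds plus 3 SD, cutoff set per campaign, cut at about 5.5% in these data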;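 note: 100% = MG132 at 30 µM as the positive control and 0% = DMSO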
STAT1 blocker: STAT1 signaling inhibition. NIH 3T3 STAT1-luciferase reporter, IFN-gamma, luminescence. inhibition, % at 5.5 µM. actives 0.35% (n = 200,000). AID 920;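 active = inhibition above a set limit, the mean inhibition across all tested compounds plus 3 SD, cut at about 34% in these data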;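 note: 0% = IFN-gamma with DMSO and 100% = IFN-gamma with 300 µM nifuroxazide; values of inactives mirror those of a sister screen read the other way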
* marks the source's active call; other numbers are inactive results; x = not tested or not shown.

SMILES,STAT3 blocker,TLR4-MyD88 BLA,HMGR II inh,NF-kB neuron act,STAT3 act,APP 5'UTR act,STAT1 activator,DTT redox prof,Hsp70 act,STAT1 blocker
C=CCC(C(=O)OC)(C(=O)OC)c1ccc(C(F)(F)F)cc1[N+](=O)[O-],6,-3,-3,1.3,99,25,103,-0.6,-0.4,-4
COC(=O)C/C=C/[C@@H](C)[C@@H](/C=N/O[C@@H](C)c1cn([C@H](CO)Cc2ccccc2)nn1)NS(=O)(=O)c1ccc(C)cc1,-8,-2,-6,1.2,105,3,94,-0.7,-0.3,7
CCOc1ccc(NC(=O)CN(C)CC(=O)Nc2cc(Cl)ccc2C#N)cc1OCC,-60,22,-1,0.76,154*,9,87,0.1,0.0,14
COc1cccc(-c2nnn(CC(=O)O)n2)c1,4,1,1,0.97,100,-3,99,1.9,0.0,1
Nc1nc(SCc2ccc3c(c2)OCO3)n[nH]1,-10,23,-5,1.2,111,15,98,1.3,-0.3,-1
COc1ccc(Cn2c(O)cc(=O)[nH]c2=O)cc1,2,-4,1,1.4,101,18,101,1.8,0.2,-1
O=c1cc(-c2ccc(F)cc2F)[nH]c2ccccc12,0,4,3,1.3,98,-1,102,-0.7,-0.1,-2
CC(Sc1nc(-c2ccccc2)cc(C(F)(F)F)n1)C(=O)NCc1ccco1 (configuration not stated),-1,0,0,0.91,99,0,96,0.1,0.1,4
Cc1noc(C)c1CSc1nc2sc3c(c2c(=O)n1C)CCCC3,23,16,1,1.1,84,18,95,0.3,0.0,6
O=[N+]([O-])c1cc(-c2ncccn2)c([N+](=O)[O-])s1,11,7,-4,1.1,94,-76,95,-0.6,-0.3,6
Cc1ccc(C(=O)CCC(=O)Nc2ccc(Cl)c(S(=O)(=O)Nc3cccc(Cl)c3)c2)cc1,-5,-3,3,1.2,104,7,89,-0.9,-0.4,13
Brc1c(NC2=NCCN2)ccc2nccnc12,0,-6,18*,1.1,102,5,111,-0.2,0.1,-12
CCn1c(C)nc2cc(C(=O)NNS(=O)(=O)c3c(C)c(C)cc(C)c3C)ccc21,2,-7,-5,1,99,1,107,-0.4,-0.4,-7
O=C(CSc1nnc2c(Cl)cc(C(F)(F)F)cn12)N(Cc1ccccc1)Cc1ccccc1,-6,-14,-1,0.95,109,26,94,1.0,0.2,6
CCn1c(N2CCN(C(=S)NCCc3ccccc3)CC2)nc2ccccc21,23,13,x,0.92,85,-9,104,-8.1,-0.2,-4
Cc1cc(C)cc(NC(=S)N(Cc2ccc(Br)cc2)Cc2ccc(C(=O)O)cc2)c1,10,-6,-7,0.88,101,-1,108,-1.5,0.1,-10
CCOC(=O)C(=O)Nc1nc(-c2ccccc2)c(-c2ccccc2)o1,0,-7,0,1.7,99,15,100,-0.4,-0.1,0
CN(N)C(=S)Nc1ccc(F)cc1,-6,-5,-1,0.98,105,-22,95,-0.2,-0.3,5
C=CCOC(=O)CCC(=O)Nc1cccc2ccccc12,3,4,-3,1.2,103,-9,99,-0.8,-0.3,2
CCc1n[nH]c2c1C(=O)CC(C)(C)C2,-2,-5,1,1.2,104,15,99,-0.1,-0.1,1
O=C(N/N=C/c1cc2c(cc1Br)OCO2)C1COc2ccccc2O1 (configuration not stated),-7,-5,-6,1.6,109,-6,124,-1.9,-0.1,-29
CCOC(=O)Cc1cc(=O)[nH]c(/N=C(/NC(=O)c2ccccc2)Nc2ccccc2C(F)(F)F)n1,5,-5,1,1.2,102,-5,102,0.1,-0.2,-2
CCCC(C)NC(=O)COC(=O)c1ccccc1SCC(=O)NC(C)CCC (configuration not stated),-10,-9,1,1.7,113,15,99,-0.2,-0.2,3
COC(=O)c1ccccc1NC(=S)NC(=O)CC(C)C,3,2,4,0.85,101,16,102,-3.1,-0.2,-2
COC(=O)C1=C(C)N=c2s/c(=C3\C(=O)Nc4ccccc43)c(=O)n2C1c1ccccc1 (configuration not stated),13,8,-10,1.4,96,8,101,-0.8,0.2,-1
CSc1nccc(-c2nn(-c3ccc(C)cc3)ccc2=O)n1,5,10,-6,1.4,102,-21,108,0.0,0.0,-9
Cc1ccc(-n2c(-c3cc(C)n(C)n3)n[nH]c2=S)cc1,-13,13,-4,1.4,111,-6,100,-7.0,-0.3,-1
CC/C(C)=C1\SC(N2CCOCC2)=NC1=O,5,-7,0,1.2,101,10,98,0.3,-0.4,3
COCCNC(=O)CSc1nc(-c2ccccc2)cs1,2,-8,1,1.8,102,7,113,0.5,0.2,-15
C=CCN(CC=C)CC(=O)Nc1ccc(S(N)(=O)=O)cc1,8,14,5,1.3,95,19,100,0.2,-0.2,-4
CCOC(=O)/C=C1\SCC(=O)N1CCOc1cccc(Br)c1,20,12,-1,1.4,87,-16,96,-3.2,0.0,5
O=C(N/N=C\c1cc(Br)c(Br)o1)c1cncc(Br)c1,5,2,-7,0.65,98,15,100,0.1,-0.3,-1
CN(Cc1ccccc1)C(=O)c1cnc2n(c1=O)CCS2,6,2,0,1,98,-4,103,0.9,-0.4,-6
O=C(CNCc1ccc(F)cc1)Nc1ccccc1[N+](=O)[O-],-1,-1,-5,0.96,106,-10,111,0.0,-0.1,-12
Cc1cc(S(=O)(=O)NC2CCCCC2)ccc1OCC(=O)NCc1cccnc1,7,1,-3,0.99,100,-4,99,-0.1,-0.2,1
O=C(NC1(C(F)(F)F)NC(=O)N(Cc2ccco2)C1=O)c1cccs1 (configuration not stated),-2,-20,-2,0.86,105,-16,108,0.0,0.2,-9
CC12CN3CC(C)(CN(C1)C3c1ccc3c(c1)OCO3)C2=O (configuration not stated),12,14,-3,1.3,93,3,88,-1.3,-0.3,9
O=C(Nc1ccccc1-c1nc2ccccc2s1)c1cccnc1Cl,12,-3,-5,1,93,11,102,-4.1,-0.1,-2
Cc1cccc(C)c1NC(=O)/C(C#N)=C/c1ccsc1,13,-2,-14,1.1,86,3,97,0.9,-0.2,3
Oc1ccc(Cl)cc1C=Nc1ccccc1Br,-4,-4,0,1.2,103,19,95,0.0,-0.4,6
O=C(COc1ccccc1C(=O)N/N=C\c1ccc(O)c(O)c1)N/N=C/c1ccc(O)c(O)c1,2,4,29*,0.4,102,12,98,-5.0,-0.3,3
Clc1cnc(N/N=C/c2cccs2)c(Cl)c1,-6,6,3,2,107,70,134*,1.7,0.2,-38
Cc1ccc(-c2nc3ccccc3o2)cc1NC(=O)Cc1cccs1,6,6,-1,1.2,100,-20,103,-3.5,-0.4,-3
Cc1cc(C(F)F)n2nc(C(=O)Nc3ccc(F)cc3F)nc2n1,12,-6,-2,1.6,94,7,94,2.2,0.0,7
O=C(N/N=C/c1ccc(OCc2ccccc2)cc1)c1cccs1,-9,-3,2,1.7,110,4,140*,4.1,0.3,-45
N#CCOc1ccc2oc(-c3ccco3)cc(=O)c2c1,20,0,3,1.4,89,20,121,-0.4,0.1,-25
Cc1ccc(C2C(C#N)=C(N)OC3=C2C(=O)CCC3)s1 (configuration not stated),5,-1,-2,1,99,-14,101,-0.2,-0.1,-3
O=C(Nc1ccccc1)n1cc(-c2ccccn2)c(N2CCOCC2)n1,-36,4,-1,1.9,133*,8,99,-1.2,-0.2,0
O=C(Cn1cnc2cc([N+](=O)[O-])ccc2c1=O)N(Cc1ccccc1)C1CCS(=O)(=O)C1 (configuration not stated),-6,-19,2,x,110,21,108,-0.6,-0.2,-11
CCOc1ncccc1C(=O)OCC(=O)N(CC(C)C)C1CCS(=O)(=O)C1 (configuration not stated),2,13,2,0.97,106,23,97,-0.4,0.1,3
CSCCNCc1c(C(=O)N2CCOCC2)nc2c(C)cccn12,9,-16,0,1.2,95,8,75,-0.2,0.3,25
O=c1cc(O)c2ccccc2[nH]1,-1,-8,-1,1.2,106,10,95,-1.2,0.0,5
CSc1ccccc1NC(=O)Cn1nc([N+](=O)[O-])c(Cl)c1C,-9,7,1,1.1,109,-9,100,-0.1,-0.4,-2
CCc1nc(NCCCN2CCOCC2)c2oc3ccccc3c2n1,1,14,-4,0.74,103,10,95,0.1,-0.1,5
CC(C)(C)C(=O)C(CO)(Oc1ccc(Cl)cc1)n1cncn1 (configuration not stated),2,10,-10,1.2,102,26,101,-1.9,0.1,0
Nc1ccccc1SCc1cn2ccccc2n1,10,-4,1,1,95,88,146*,0.9,-0.2,-50
COc1ccc(NC2=NCC(=O)N2c2ccccc2F)c(OC)c1,0,-5,-3,0.97,103,9,99,2.3,-0.1,1
CC1Cc2ccccc2N1C(=O)CN1CCC(C(N)=O)CC1 (configuration not stated),-8,0,-5,1.1,111,-15,101,7.6,0.1,-3
COc1cc(-c2nn3c(C4CCCCC4)nnc3s2)cc(OC)c1OC,-16,5,1,0.29,117,-3,94,1.3,-0.4,7
CC(=O)OC(C(=O)NCc1ccc(F)cc1)c1ccccn1 (configuration not stated),0,1,-3,0.93,104,-3,97,1.0,0.4,4

More results follow.
SMILES,STAT3 blocker,TLR4-MyD88 BLA,HMGR II inh,NF-kB neuron act,STAT3 act,APP 5'UTR act,STAT1 activator,DTT redox prof,Hsp70 act,STAT1 blocker
COc1ccc(-c2noc(-c3ccc(Cl)cc3)n2)cc1,10,14,x,x,94,-4,128,0.8,-0.2,-31
Cc1ccc(NC(=S)NCc2cccs2)c(C)c1,8,-7,-8,0.97,93,-2,97,0.0,-0.2,4
CC(=O)c1c(C(C)=O)c(C)n(NC(=O)c2ccccc2Cl)c1C,-4,-18,-1,0.88,108,-3,104,0.5,-0.3,-5
CC1=CCC(C(=O)O)C(C(=O)Nc2cccnc2)C1 (configuration not stated),-17,-1,2,1.1,123,3,96,-0.6,0.0,3
O=C(Nc1ccc(F)cc1F)c1cc(=O)n(-c2ccccc2)c(=O)[nH]1,6,1,2,1.2,106,25,100,-0.5,-0.1,-1
Cc1cc(C)c2[nH]c(=O)c(CN(C(=O)C3CCCO3)C3CCCC3)cc2c1 (configuration not stated),6,-8,-1,1,102,9,94,0.1,-0.2,7
COc1ccc2cc(S(=O)(=O)N3CCN(C)CC3)ccc2c1,-6,11,-3,1.2,108,x,107,0.0,-0.4,-6
CCOC(=O)c1[nH]c2ccc(OC)cc2c1NC(=O)C(C)N1CCSCC1 (configuration not stated),12,0,-2,0.75,97,5,95,1.4,0.2,6
COC(=O)CSc1snnc1-c1ccc(F)cc1,3,5,0,1.2,101,-1,100,0.3,-0.1,0
COC(=O)C1=C(C)N=C2SCCC(=O)N2C1c1ccc(C(=O)OC)cc1 (configuration not stated),-3,-2,-2,1.1,107,10,96,2.5,0.0,5

3 compounds already listed, sorted by SMILES length, highest first.
SMILES,STAT3 blocker,TLR4-MyD88 BLA,HMGR II inh,NF-kB neuron act,STAT3 act,APP 5'UTR act,STAT1 activator,DTT redox prof,Hsp70 act,STAT1 blocker
Cc1cc(C)c2[nH]c(=O)c(CN(C(=O)C3CCCO3)C3CCCC3)cc2c1 (configuration not stated),6,-8,-1,1,102,9,94,0.1,-0.2,7
COC(=O)C1=C(C)N=C2SCCC(=O)N2C1c1ccc(C(=O)OC)cc1 (configuration not stated),-3,-2,-2,1.1,107,10,96,2.5,0.0,5
Cc1ccc(NC(=S)NCc2cccs2)c(C)c1,8,-7,-8,0.97,93,-2,97,0.0,-0.2,4

Bioassay records as filed in PubChem BioAssay.
